MITF primary – blocks human microphthalmia-associated transcription factor. inhibition, % at 2.6 µM. AlphaScreen MITF homodimerization, bead proximity signal. 650,000 compounds, 0.91% hits. AID 1259374; in the data active means inhibition above about 50%;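 further: 0% = vehicle wells with protein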
TEAD-YAP inh – TEAD-YAP interaction inhibition. 640,000 compounds, 1.4% hits. inhibition, % at 9.12 µM. HEK-TIYL cells, TEAD-Gal4/YAP UAS-luciferase luminescence; in the data active means inhibition above about 32%;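 further: 0% = median of test compound wells and 100% = reference inhibitor wells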
FBW7 activator – human FBW7 E3 ligase activation, primary screen; Q969H0; AlphaScreen FBW7–phospho-cyclin E peptide binding, activator screen; normalized activity (activation), % at 26.1 µM; 650,000 compounds, 0.13% hits; AID 1259310; in the data active means normalized activity above about 1.9%;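 further: purified mutant Fbw7 with reduced substrate affinity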
Target sequence (Q969H0 whole entry, looked up): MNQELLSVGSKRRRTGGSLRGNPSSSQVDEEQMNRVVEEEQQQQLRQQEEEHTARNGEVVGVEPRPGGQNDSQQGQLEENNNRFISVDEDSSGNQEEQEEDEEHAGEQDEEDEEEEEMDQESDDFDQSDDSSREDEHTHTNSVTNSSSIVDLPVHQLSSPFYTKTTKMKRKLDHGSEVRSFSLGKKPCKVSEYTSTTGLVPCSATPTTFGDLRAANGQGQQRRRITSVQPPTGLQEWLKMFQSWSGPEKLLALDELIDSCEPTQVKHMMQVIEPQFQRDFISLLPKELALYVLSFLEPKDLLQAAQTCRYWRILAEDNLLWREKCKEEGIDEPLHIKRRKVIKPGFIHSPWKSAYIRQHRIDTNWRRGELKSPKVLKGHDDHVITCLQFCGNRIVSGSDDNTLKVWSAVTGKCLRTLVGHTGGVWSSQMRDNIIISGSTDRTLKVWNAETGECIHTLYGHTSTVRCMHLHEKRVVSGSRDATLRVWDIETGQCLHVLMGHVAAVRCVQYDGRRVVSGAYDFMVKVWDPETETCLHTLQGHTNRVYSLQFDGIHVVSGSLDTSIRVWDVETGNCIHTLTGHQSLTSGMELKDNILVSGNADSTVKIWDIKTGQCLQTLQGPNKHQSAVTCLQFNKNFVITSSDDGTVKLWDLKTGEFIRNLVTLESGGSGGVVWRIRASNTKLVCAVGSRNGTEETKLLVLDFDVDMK
GPR151 ag – activators of human GPR151; AID 1508602; activation, % at 11.2 µM; Q8TDV0; 650,000 compounds, 1% hits; PathHunter beta-arrestin GPR151 cells, luminescence; in the data active means activation above about 4.9%;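 further: 0% = median of compound wells and 100% = cells with positive control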
Target sequence (Q8TDV0 whole entry, looked up): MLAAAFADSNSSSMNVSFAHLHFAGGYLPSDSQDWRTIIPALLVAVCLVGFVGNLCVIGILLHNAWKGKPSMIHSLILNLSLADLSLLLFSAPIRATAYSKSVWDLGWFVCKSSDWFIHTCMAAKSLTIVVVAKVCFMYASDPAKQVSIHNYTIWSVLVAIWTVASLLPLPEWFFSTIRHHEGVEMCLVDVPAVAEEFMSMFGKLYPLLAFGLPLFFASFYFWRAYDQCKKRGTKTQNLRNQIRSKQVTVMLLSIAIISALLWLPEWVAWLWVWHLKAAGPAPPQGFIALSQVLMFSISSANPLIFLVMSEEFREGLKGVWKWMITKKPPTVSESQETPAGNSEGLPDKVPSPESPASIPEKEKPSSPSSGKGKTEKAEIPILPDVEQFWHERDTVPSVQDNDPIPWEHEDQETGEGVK
* hit, by the source's call.

Each structure is followed by: MITF primary	TEAD-YAP inh	FBW7 activator	GPR151 ag
Cc1ccc(S(=O)(=O)NC(CC(=O)O)c2ccco2)cc1 (centres undefined)
 : -3	-3	0.0	0.5
COc1ccccc1N1CCN(C(=O)CCNC(=O)Cn2ccc3ccccc3c2=O)CC1
 : -2	2	0.0	-0.4
O=C(Nc1ccccc1C(=O)Nc1ccccc1)c1ccc(C(=O)Nc2ccccc2C(=O)Nc2ccccc2)cc1
 : -6	9	0.0	0.7
CC(C)Cc1nc2cnccn2c1NC(C)(C)CC(C)(C)C
 : 12	-2	0.8	1.1
COc1cccc(-n2c(CCN3C(=O)c4ccccc4C3=O)nc3ccccc3c2=O)c1
 : 4	-3	0.0	5.4*
COc1ccc(S(=O)(=O)CCC(=O)N2CC(=O)N(CCc3ccccc3)C(=O)C2)cc1
 : -4	7	0.0	0.7
Cc1oc2ccc(NS(=O)(=O)c3ccc(F)cc3)cc2c1C(=O)OC(C)C
 : 0	8	0.1	-2.1
O=c1[nH]c2nonc2nc1Nc1ccccc1
 : 12	-10	-0.2	-1.1
COc1ccc2c(Cl)c(-c3nnc(SCC(N)=O)n3C)sc2c1
 : -7	4	0.0	2.3
CCc1nc(SCc2ccc(Cl)cc2Cl)c(C#N)c2c1CCCC2
 : 7	1	2.2*	-1.3
O=C(c1nc2ccccc2[nH]1)c1ccccc1[N+](=O)[O-]
 : 3	-50	-0.1	-0.6
CCc1nc(SC/C=C/c2ccccc2)c(C#N)cc1C
 : 6	-12	0.0	0.2
COc1ccc(OC)c(-n2c(SCC(=O)Nc3ccc(F)cc3)nc3c(c2=O)SCC3)c1
 : 7	-4	-0.1	-1.6
CN(C)c1nc(Nn2cnnc2)nc(N(C)C)n1
 : -12	6	0.2	0.7
O=C(NC(n1cccnc1=O)C(Cl)(Cl)Cl)c1ccco1 (centres undefined)
 : -10	-5	0.1	-0.4
O=C(CC(c1ccc(Cl)cc1)(c1ccc(Cl)cc1)c1ccc(Cl)cc1)OCC(=O)c1ccc(-c2ccccc2)cc1
 : -9	3	0.3	0.3
CCOC(=O)N1CCN(S(=O)(=O)c2ccc(C(=O)Nc3nc4ccc(C)cc4s3)cc2)CC1
 : -35	-2	0.0	1.0
N#Cc1ccccc1N1C(=O)Nc2ccccc2N1O
 : -2	-12	0.0	-0.3
C=CCNC(=O)CSc1nnc2c3cc(OC)ccc3n(C)c2n1
 : 9	13	0.0	-0.1
CC(C)(C)CC(=O)NCc1ccc(F)cc1
 : -8	0	0.0	0.6
CCN(CC(=O)NC(C)(C)C)C(=O)c1ccc(C(F)(F)F)cc1
 : -6	-4	0.0	-0.6
O=c1c2sccc2nc(SCc2cc(=O)n3cc(Cl)ccc3n2)n1C1CC1
 : -8	-3	-0.8	0.4
CC(C)CC(=O)Nc1ccnn1C1CCN(CC2CC=CCC2)CC1 (centres undefined)
 : 6	1	0.0	0.9
CC(C)(C)c1ccc(C(=O)Nc2nnc(Cc3ccc(F)cc3)s2)cc1
 : 3	3	1.1	1.6
CCN1CCN(c2nc3c(C)cccn3c(=O)c2C=O)CC1
 : 20	0	0.1	1.1
CCc1ccccc1NC(=O)CSCCc1ccccn1
 : -5	-4	-0.1	-0.4
Cc1ccc(NC(=O)CSc2nnc(NC(=O)CCc3ccccc3)s2)cc1
 : 9	-1	0.0	1.7
N#CC(C(=O)c1cc(=O)c2cc(Cl)ccc2o1)c1ccccn1 (centres undefined)
 : 10	0	0.0	-0.2
CC(OC(=O)c1ccc([N+](=O)[O-])cc1)C(N)=O (centres undefined)
 : 9	20	0.0	-0.6
CN1CCN(CC(=O)NN2CC(=O)N(c3ccc(F)cc3)CC2=O)CC1
 : -6	-2	0.2	1.2

(more compounds)
Each structure is followed by: MITF primary	TEAD-YAP inh	FBW7 activator	GPR151 ag
c1ccc(CCCN2CCN(C3CCC(c4ccccc4)CC3)CC2)cc1 (centres undefined)
 : 50	-1	-0.1	-0.7
CC(=O)c1c(C)[nH]c(C(=O)Nc2cccc(Br)c2)c1C
 : -5	-36	0.0	0.2
CC(C)[C@H](Cn1nnc2ccccc21)NC(=O)c1cnccn1
 : 2	5	-0.1	0.4
Cc1ccc(C(=O)c2ccc(N3CCOCC3)c(N)c2)cc1N
 : 6	-24	0.1	0.1
CCCCNC(=O)C1CCC(=O)N(c2ccc(OC)cc2)C1c1ccc(OC)cc1 (centres undefined)
 : 15	2	0.0	1.7
O=C(COC(=O)c1ccc(Cl)nc1)NC(=O)Nc1ccc2c(c1)OCCO2
 : -3	-14	-0.2	0.4
Cc1nc(N)nc(OCC(F)(F)F)c1Br
 : -10	5	-0.8	-0.3
CCc1nnc2n1N(C(C)=O)C(c1ccc(C3CCCCC3)cc1)=C(C(C)=O)S2
 : 2	7	0.2	0.6
CN1CCN(c2ccc(-c3cccc(C=O)c3)cn2)CC1
 : 9	-30	-0.2	-5.1
CCCCOc1ccc(C(=O)Nc2ccc(-c3nn4c(C)nnc4s3)cc2)cc1
 : -2	-4	-0.1	0.7
OCCNc1ncnc2c1c(-c1ccccc1)cn2-c1ccc(Br)cc1
 : 6	4	-0.2	0.1
COc1ccc(C2=NS(=O)(=O)N(C)C(C(=O)Nc3cccc(C(C)=O)c3)=C2)cc1OC
 : 3	14	-0.1	0.4
CC(C)CCNC(=O)c1cc(=O)[nH]c2ccc(S(=O)(=O)N3CCCC(C)C3)cc12 (centres undefined)
 : 6	1	-0.1	0.8
O=S(=O)(c1ccc(Cl)cc1)N1CCSC1c1ccc2c3c(cccc13)CC2 (centres undefined)
 : 5	15	0.2	-0.6
Cc1ccc(NC(=O)/C(=C\c2ccc(N(C)C)cc2)NC(=O)c2ccc(C)cc2)cc1
 : 9	9	0.0	1.4
O=C(CCCN1C(=O)/C(=C/c2ccccc2)SC1=S)Nc1cccc(C(=O)O)c1
 : -14	0	-0.1	-0.5
COc1ccc(C(c2sc3ncnn3c2O)N2CC(C)OC(C)C2)cc1OC (centres undefined)
 : 6	12	-0.1	-0.1
O=C(Cc1ccc([N+](=O)[O-])cc1)Nc1ccc(I)cc1
 : 1	-33	-0.1	0.6
C=CCn1c2[n+](c3ccccc31)CC(O)CS2 (centres undefined)
 : 8	-9	0.0	-0.2
CCCc1cc(=O)[nH]c2nnc(SCC(=O)N3CCCCCC3)n12
 : -3	-1	0.3	-1.2
CCC(=O)Nc1nnc(SCC(=O)NC2CC2)s1
 : 1	3	0.1	0.3
CCCS(=O)(=O)N1CCN(S(=O)(=O)Cc2ccccc2)CC1
 : 14	6	0.2	0.7
COc1cc(C(=O)N/N=C(C)/C=C/c2ccccc2)cc(OC)c1OC
 : 15	64*	-0.1	1.3
CCOC(=O)C1=C(C)NC(=O)NC1c1ccc(-c2ccccc2F)o1 (centres undefined)
 : 23	-20	1.4	0.7
COC(=O)c1c(NC(=O)c2c(F)cccc2F)sc2c1CCN(C)C2
 : -1	3	-0.1	-0.1
Oc1c(Cl)cc(-c2nc3cnccn3c2NCc2ccco2)cc1Cl
 : -4	-8	-0.1	-2.0
Cc1cc(C)nc(N/N=C/c2ccccc2[N+](=O)[O-])n1
 : -13	-35	0.0	-3.3
O=C(COc1ccc(Cl)cc1Br)NNC(=O)c1ccncc1
 : 6	-15	-0.1	2.7
NC(=O)C(C(=O)/C=C/c1c(Cl)cccc1Cl)=C1SCS1
 : -2	-3	0.0	1.2
C=CCn1c(-c2ccccc2)cnc1SCC(=O)Nc1ccccc1
 : 15	23	-0.5	0.5

Arranged by length of the SMILES (largest number first): part of the list above.
Each structure is followed by: MITF primary	TEAD-YAP inh	FBW7 activator	GPR151 ag
COc1ccc(C2=NS(=O)(=O)N(C)C(C(=O)Nc3cccc(C(C)=O)c3)=C2)cc1OC
 : 3	14	-0.1	0.4
COc1ccc(OC)c(-n2c(SCC(=O)Nc3ccc(F)cc3)nc3c(c2=O)SCC3)c1
 : 7	-4	-0.1	-1.6
CC(C)CC(=O)Nc1ccnn1C1CCN(CC2CC=CCC2)CC1 (centres undefined)
 : 6	1	0.0	0.9

Only MITF primary and GPR151 ag (seven entries from above):
Molecule,MITF primary,GPR151 ag
CCN1CCN(c2nc3c(C)cccn3c(=O)c2C=O)CC1,20,1.1
CCc1ccccc1NC(=O)CSCCc1ccccn1,-5,-0.4
Cc1ccc(NC(=O)CSc2nnc(NC(=O)CCc3ccccc3)s2)cc1,9,1.7
N#CC(C(=O)c1cc(=O)c2cc(Cl)ccc2o1)c1ccccn1 (centres undefined),10,-0.2
CC(OC(=O)c1ccc([N+](=O)[O-])cc1)C(N)=O (centres undefined),9,-0.6
CN1CCN(CC(=O)NN2CC(=O)N(c3ccc(F)cc3)CC2=O)CC1,-6,1.2
c1ccc(CCCN2CCN(C3CCC(c4ccccc4)CC3)CC2)cc1 (centres undefined),50,-0.7

Carrying on:
Each structure is followed by: MITF primary	TEAD-YAP inh	FBW7 activator	GPR151 ag
O=C(NC1CCCC1)c1cc2ccccc2cc1O
 : 8	-22	0.3	-1.0
Cc1cc(C)cc(NC(=O)CN(C)S(=O)(=O)c2ccc3c(c2)CCC(=O)N3)c1
 : 2	-17	0.1	0.4
CC(=O)C1=C(O)C(=O)N(c2ccccn2)C1c1ccc(C)cc1 (centres undefined)
 : -7	-7	-0.1	-1.5
C=CCn1c(=O)/c(=C\c2ccccn2)s/c1=C(/C#N)c1nnc2n1CCCCC2
 : 4	-10	-0.6	0.1
COc1ccc(-c2csc(=Nc3ccccc3)n2CCCN(C)C)cc1
 : 13	-7	-0.6	2.5
CCOC(=O)c1ccc(-n2c(C)cc(/C=N/NC(=O)c3ccc(O)cc3)c2C)cc1
 : 5	-4	0.2	0.7
COc1cc(OC)cc(C(=O)c2ccc(C(=O)NCCc3nc(-c4ccccc4)cs3)cc2)c1
 : 3	-2	-0.2	-0.1
COc1ccccc1-n1c(=O)[nH]c2c(C(N)=O)nc(-c3cccnc3)nc21
 : 4	-6	-0.2	0.7
COc1cc(OC)cc(-n2nc(C(=O)Nc3ccccc3OC)c3ccccc3c2=O)c1
 : -4	-10	-0.1	-1.1
C=CCN1C(=O)/C(=C/c2cc(C)n(-c3cccc(C(=O)O)c3C)c2C)C(=O)NC1=S
 : 53*	9	0.0	0.1
Nc1cccc(-c2nc(NCc3ccccc3)c3ncn(-c4ccccc4)c3n2)c1
 : -9	-6	-0.1	3.5
Nc1nccc(-c2ccc3nc(C4COc5ccc(C(=O)O)cc5C4)[nH]c3c2)n1 (centres undefined)
 : 3	5	0.1	-0.4
Cc1c(C(C)NC(=O)Nc2cc(Cl)cc(Cl)c2)cnn1C (centres undefined)
 : 15	9	-0.1	-0.4
O=C(COC(=O)C1CCC(=O)N1)Nc1nc(-c2ccccc2)cs1 (centres undefined)
 : -8	-5	-0.1	-2.4
COC(=O)C1=C(N)N(c2cccc(C(F)(F)F)c2)C2=C(C(=O)CCC2)C1c1ccccc1 (centres undefined)
 : 3	-4	0.0	2.0
OC(c1cccnc1)c1ccc2c(c1)CN(Cc1ccc3c(c1)OCCO3)CCO2 (centres undefined)
 : 6	6	-0.1	-0.6
O=C(OC1CCCCC1=O)c1cccc(S(=O)(=O)NCc2ccccc2)c1 (centres undefined)
 : -2	4	0.1	4.6
O=C1CC(c2ccccc2)CC(O)=C1C=NC1CCCCCC1 (centres undefined)
 : -4	-1	0.0	2.8
O=C(Nn1c(-c2cccs2)nc2ccccc2c1=O)C1CCCCC1
 : 23	4	1.6	0.3
CCOC(=O)c1sc2ncnc(N3CCN(c4ccccc4F)CC3)c2c1C
 : 12	0	0.1	-0.9
CCCN1CCC(N2C[C@@H](NCc3ccc(F)c(F)c3)C[C@H]2C(=O)NC(C)C)CC1
 : 11	-6	0.0	-1.3
CCOc1ccccc1NC(=O)CCN1CCN(C2c3ccccc3-c3ccccc32)CC1
 : 13	-11	0.1	1.9
COc1ccc(OC)c(C2CC(c3ccc(OC)c(OC)c3)=NN2C(=O)c2ccc(Br)o2)c1 (centres undefined)
 : 19	-8	0.5	-0.1
COc1ccc(C(=O)NNC(=O)C(=O)NC(C)(C)C)cc1[N+](=O)[O-]
 : 12	18	-0.1	-0.5
Cc1ccccc1C(=O)Nc1ccc(I)c(C(=O)O)c1
 : 3	17	0.1	-3.2
COCCCNC(=O)Cc1ccccc1OC
 : 0	-3	0.0	0.7
CCc1ccc(Oc2nc3c(C)cccn3c(=O)c2/C=C(\C#N)C(=O)OC)cc1
 : 10	12	0.0	1.0
CC1CCCN(C2CCN(S(=O)(=O)c3ccc4c(c3)OCCO4)CC2)C1 (centres undefined)
 : -2	1	-0.1	0.1
CCCC(C)c1nnc(NC(=O)c2ccc(SC)cc2OC)s1 (centres undefined)
 : -3	-25	0.1	1.4
Cc1ccc(NC(=O)CCC(=O)N/N=C/c2cccc(I)c2)cc1C
 : 6	-7	0.2	-0.8

Following part.
Each structure is followed by: MITF primary	TEAD-YAP inh	FBW7 activator	GPR151 ag
COc1c(OC(C)=O)ccc(/C=N/NC(=O)COc2c(C)cccc2C)c1[N+](=O)[O-]
 : 7	20	0.1	0.0
O=C(CCn1cnc2ccccc21)N1CC[C@@H](c2ccccc2)[C@H](O)C1
 : -15	-1	-0.1	0.0
CCOC(=O)C(C(C)CC)N(Cc1ccccc1C)S(=O)(=O)c1ccc([N+](=O)[O-])cc1 (centres undefined)
 : 5	12	-0.3	1.8
COc1ccc(N2C(=O)C3ON(c4ccc(Cl)cc4)C(c4cc(Br)ccc4O)C3C2=O)cc1 (centres undefined)
 : 8	2	0.2	0.9
CCOc1cc(CN2CCCC(CNC(=O)c3cccs3)C2)ccc1OC (centres undefined)
 : -5	-3	0.3	-2.2

Reprinted at random: two compounds from above
Each structure is followed by: MITF primary	TEAD-YAP inh	FBW7 activator	GPR151 ag
CCOC(=O)C(C(C)CC)N(Cc1ccccc1C)S(=O)(=O)c1ccc([N+](=O)[O-])cc1 (centres undefined)
 : 5	12	-0.3	1.8
COc1ccc(N2C(=O)C3ON(c4ccc(Cl)cc4)C(c4cc(Br)ccc4O)C3C2=O)cc1 (centres undefined)
 : 8	2	0.2	0.9
